# GRK2 inh: blocks RNA aptamer binding to human GRK2; P25098; bead flow cytometry, FAM-aptamer displacement from GRK2; inhibition of aptamer binding, % at 10 µM; 330,000 tested, 0.59% active; AID 488847;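 active means inhibition of aptamer binding above 40%, roughly 3 SD of noise, on plates passing a quality check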;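 further: median bead fluorescence of bound FAM aptamer so fluorescent compounds give negative values; no value below 0 was filed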
# PP5 inh: inhibitors of human protein phosphatase 5 (PP5); P53041; 320,000 tested, 0.18% active; purified PP5c, OMFP substrate fluorescence; AID 1987; inhibition, % at 6.7 µM;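 active means inhibition above the campaign's mean inhibition across all tested compounds plus 3 SD, cut at about 9.5% in these data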;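 further: 0% = DMSO only and 100% = 100 µM cantharidin control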
# proCasp7 act: counter-screen for procaspase-3 activators: activators of human procaspase-7; recombinant procaspase-7, Ac-DEVD-pNA absorbance 405 nm; D23A/D198A/D206A triple mutant, cannot self-cleave; scale: DMSO 0, 5 µM enzyme 100; activation, % at 8.5 µM; 330,000 tested, 0.093% active; AID 463210;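 active means percent activation above the screen-wide mean plus 3 SD, cut at about 25% in these data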
#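 Assay system: Uncleavable procaspase-7 mutant enzyme | Input: 2 µM procaspase-7 mutant as dispensed | Timing: 1 h compound preincubation, 2 h substrate cleavage, 25 °C | Repeats: One well per compound | Control set: DMSO wells as 0%, DMSO with 5 µM added PC-7 as 100% | Technique: Epi-absorbance of released pNA at 405 nm, two timepoints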
# HCV core dimer: blocks dimerization of HCV core protein; TR-FRET GST/Flag-core106 dimerization, 1536-well; inhibition, % at 5 µM; 300,000 tested, 0.33% active; AID 1899;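 active means inhibition above the mean of all tested compounds plus 3 SD, set per screening campaign, cut at about 45% in these data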
#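 Material: GST/Flag-tagged HCV core106 proteins. Incubation: 4 h, 22.5 °C incubation. Read-out basis: inhibition (%) from 671 over 617 nm ratio. Measured by: TR-FRET, excitation 340 nm, emission 617 and 671 nm.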
# proCasp3 act: procaspase-3 (human) activation; P42574; recombinant procaspase-3 D3A, Ac-DEVD-pNA absorbance 405 nm; activation, % at 8.5 µM; 330,000 tested, 0.11% active; AID 463141;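 active means activation above the mean of all tested compounds plus 3 SD, cut at about 21% in these data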;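 further: 0% = DMSO alone and 100% = DMSO wells spiked with extra 5 µM PC-3 D3A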
#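 Technique: 405 nm absorbance of p-nitroaniline, reads at 0 and 120 min; Test system: Procaspase-3 D3A mutant; Incubation: 1 h enzyme-compound preincubation, then 2 h substrate reaction, 25 °C; Repeats: singlicate, each compound tested once; Benchmarks: low control DMSO wells, high control DMSO plus 5 µM PC-3 D3A.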
# VLA-4 inh: inhibition in a human VLA-4 binding assay | AID 2557 | inhibition, % (about 7 µM as worked out from the volumes in the protocol) | VLA-4 expressing cells, ligand binding flow cytometry | 330,000 tested, 0.2% active; in the data active means inhibition above about 50%
# Target sequence (P13612 whole entry, looked up): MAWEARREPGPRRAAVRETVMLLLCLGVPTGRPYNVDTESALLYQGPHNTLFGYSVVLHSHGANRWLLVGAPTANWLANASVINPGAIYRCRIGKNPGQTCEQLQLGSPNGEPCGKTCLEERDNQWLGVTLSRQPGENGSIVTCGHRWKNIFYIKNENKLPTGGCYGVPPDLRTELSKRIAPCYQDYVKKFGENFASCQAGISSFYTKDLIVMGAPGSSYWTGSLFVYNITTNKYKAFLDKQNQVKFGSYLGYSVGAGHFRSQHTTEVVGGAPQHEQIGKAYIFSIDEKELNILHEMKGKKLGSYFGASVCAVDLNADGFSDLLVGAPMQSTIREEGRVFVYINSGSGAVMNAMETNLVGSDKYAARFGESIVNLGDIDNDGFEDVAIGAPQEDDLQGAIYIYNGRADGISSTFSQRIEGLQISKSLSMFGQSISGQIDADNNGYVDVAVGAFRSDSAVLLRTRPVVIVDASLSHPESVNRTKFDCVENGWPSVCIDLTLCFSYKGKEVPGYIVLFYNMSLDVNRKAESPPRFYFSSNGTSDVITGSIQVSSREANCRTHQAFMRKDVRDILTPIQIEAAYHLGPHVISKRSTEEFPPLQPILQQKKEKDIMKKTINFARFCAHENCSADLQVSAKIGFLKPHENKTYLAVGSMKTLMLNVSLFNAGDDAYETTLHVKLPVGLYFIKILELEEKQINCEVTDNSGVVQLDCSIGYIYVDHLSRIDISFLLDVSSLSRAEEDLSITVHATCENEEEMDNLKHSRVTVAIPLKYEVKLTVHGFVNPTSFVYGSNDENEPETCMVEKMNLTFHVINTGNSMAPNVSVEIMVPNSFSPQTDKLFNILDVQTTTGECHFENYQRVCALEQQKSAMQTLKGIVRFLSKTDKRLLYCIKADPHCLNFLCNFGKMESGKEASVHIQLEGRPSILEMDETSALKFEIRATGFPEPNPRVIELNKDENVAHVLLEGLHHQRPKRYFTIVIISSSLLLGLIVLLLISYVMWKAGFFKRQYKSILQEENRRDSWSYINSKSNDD
# CTSL1 counter: blocks F. hepatica cathepsin L1 in PFM18AAP counter-screen. recombinant F. hepatica cathepsin L1, Z-Leu-Arg-MCA fluorescence. inhibition, % at 5.96 µM. 300,000 tested, 0.49% active. AID 1906;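 active means inhibition above the mean of all tested compounds plus 3 SD, set per screening campaign, cut at about 17% in these data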;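 further: 0% = plate median of test compound wells and 100% = 1 µM Z-Phe-Ala-diazomethylketone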
# JMJD2C inh: blocks human GASC-1 demethylase activity; Q9H3R0; GST-JMJD2C(1-420) H3K9me3 demethylation, DELFIA europium; inhibition, % at 2.35 µM; 330,000 tested, 0.069% active;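 active means more than half of a compound's replicate wells show inhibition beyond 50%, single wells judged on their own value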;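 further: signal counts dimethyl H3K9 product captured on neutravidin plate; 0% = median of DMSO wells and 100% = 0.3 times that DMSO median; strong numbers were not always called active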
# PP1 counter: PP1-alpha (human) inhibition in PP5 counter-screen. purified PP1alpha, OMFP fluorescence. inhibition, % at 6.7 µM. 320,000 tested, 0.9% active;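 active means inhibition above the mean inhibition of all tested compounds plus 3 SD, computed separately for each screening campaign, cut at about 15% in these data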
# * hit, by the source's call; · = not tested or not shown.
SMILES,GRK2 inh,PP5 inh,proCasp7 act,HCV core dimer,proCasp3 act,VLA-4 inh,CTSL1 counter,JMJD2C inh,PP1 counter
CCC(CO)NC1=C([N+](=O)[O-])C(=O)CC(C)(C)C1 (configuration not stated),1,0.3,7,-5,4,26,-2,9,-1
O=C(NC(=S)NC1CCSC1=O)c1cccc([N+](=O)[O-])c1 (configuration not stated),2,2.5,-6,-5,-1,-3,1,-33,0
Cc1ccc(CSCC(=O)N2CCCC2)cc1,2,0.8,-3,-9,11,-4,-2,8,2
O=C(CC1NC2CCCCC2NC1=O)Nc1ccc2c(c1)OCO2 (configuration not stated),0,6.5,-3,-2,5,27,0,-12,-1
CCOC(=O)C1(C(C)(C)CC)CC(CSc2nc3ccccc3[nH]2)OC1=O (configuration not stated),0,5.3,-5,1,1,13,1,-10,3
Cc1ccc(S(=O)(=O)N2CCC(C(=O)NCC3CCCO3)CC2)cc1 (configuration not stated),1,-0.3,7,4,10,12,-1,2,-3
O=[N+]([O-])c1cccc(-c2ccc(/C=N/NC(=S)NCc3ccco3)o2)c1,1,3.4,-7,3,5,-9,11,3,2
CCOc1ccccc1-n1c(=S)sc2c(=O)n(-c3ccc(C)cc3)c(=S)[nH]c21,2,0.9,-10,5,-4,3,5,-8,3
COc1ccc(OC)c(C(C(=O)NC2CCCCC2)N(Cc2ccco2)C(=O)c2ccccn2)c1 (configuration not stated),1,0.2,-2,-9,16,0,-1,13,4
CCn1cc(C(=O)O)c(=O)c2cc(F)c(N3CCN(C(=S)NC(=O)c4ccccc4Cl)CC3)cc21,0,0.6,1,3,4,-8,-4,-6,-1
CC1(C)CC(=O)c2cnc(N3CCc4ccccc4C3)nc2C1,0,3.7,-2,5,-7,-17,-4,-12,-1
Nc1cc([N+](=O)[O-])ccc1O,0,1.9,-12,-19,-4,12,3,5,0
CC(=O)N1CCc2cc(S(=O)(=O)CCC(=O)NCc3ccc(C)o3)ccc21,5,0.0,-1,-3,-6,-1,1,-11,-2
COc1cc(NC(=O)c2ccc(N3CCCC3=O)cc2)cc(OC)c1,0,·,19,·,3,2,·,16,·
CN(c1ccccc1)c1nc2ccsc2c(=O)s1,0,0.6,4,8,-11,-3,1,24,2
CCOC(=O)NC1C=CS(=O)(=O)C1 (configuration not stated),2,-1.3,1,-7,-1,-2,2,-8,-2
CC(=O)Nc1ccc(S(=O)(=O)NC(CC(=O)NCCCN2CCOCC2)C(C)C)cc1 (configuration not stated),0,1.1,-6,-10,4,-6,6,0,-2
COc1ccc2c(c1)C1=NN(/C(C)=C/C(C)=O)C(c3ccc(F)cc3)C1CC2 (configuration not stated),5,5.2,-35,10,-9,3,0,1,4
CC(C)C(=O)Nc1ccc(C(=O)NNC(=O)CCc2ccccc2)cc1,7,2.1,-6,4,3,17,-2,-1,2
COc1ccc(-c2nnc(SCC(=O)N3CCC(Cc4ccccc4)CC3)o2)cc1OC,3,1.6,-2,-1,8,5,0,0,-1
CCNc1nc(=S)nc(NC(C)C)[nH]1,0,-0.7,-10,-4,-12,13,-2,-4,-1
CCOC(=O)N1CCC(c2cc(=O)n3[nH]ccc3n2)CC1,0,-0.2,4,12,8,1,0,8,0
COc1cc(CCC(=O)OCC(=O)Nc2ccc(C)cc2Cl)cc(OC)c1OC,1,3.0,4,-7,2,3,-23,-11,-4
CCOc1ccc(N(CC(=O)Nc2ccccc2C)S(=O)(=O)c2c(C)noc2C)cc1,0,0.9,-1,3,-1,35,-2,29,-6
Cc1ccc(CN2C3CCCC2CC(NC(=O)c2ccc(F)cc2)C3)cc1 (configuration not stated),0,0.8,-1,-2,-1,1,-1,-12,-5
CCOC(=O)C1(C)NC(c2ccco2)C2C(=O)N(CC)C(=O)C21 (configuration not stated),4,0.1,2,-5,1,20,3,28,3
COc1ccc(S(=O)(=O)NCCOc2ccccc2)cc1F,1,1.6,0,-4,-2,0,5,12,0
CCC/C(=N\NC(=O)CNC(=O)c1ccc(Cl)cc1)c1ccccc1,0,-2.4,3,-2,4,1,1,-3,4
O=C(NNC(=S)NC(=O)c1cn(-c2ccccc2)nc1-c1ccccc1)c1ccncc1,2,-0.1,-12,-4,-4,4,9,4,7
O=C1c2ccccc2C(=O)N1c1n[nH]c(CCc2ccccc2)n1,0,-2.0,12,3,-2,11,-1,-4,-3
Cc1cccc(NC(=O)CCCSc2nc3ccccc3[nH]2)c1,3,1.7,1,-12,10,7,-2,-6,0
O=C(COC(=O)C1(c2ccc(F)cc2)CCCC1)Nc1ncc(C(F)(F)F)cc1Cl,1,4.9,0,8,7,-16,5,-1,4
COC(=O)CN1C(=O)NC2(CCCc3ccccc32)C1=O (configuration not stated),1,1.3,5,3,2,4,-2,-3,1
COc1cc(/C=C/C(=O)N2CCN(c3n[nH]c(=O)[nH]c3=O)CC2)cc(OC)c1OC,0,-1.6,6,0,-2,17,0,-49,-1
Cc1ccccc1C(=O)Nc1ccc(C(=O)N/N=C/c2ccc(O)cc2)cc1,5,2.2,-6,-6,0,12,4,2,-2
CCOC(=O)C(C(=O)OCC)C(C[N+](=O)[O-])c1ccccc1 (configuration not stated),2,0.8,-6,-2,-5,-11,0,-1,-1
COc1ccc(C(=O)Nc2ccccc2-c2ccccc2)cc1Cl,4,3.5,-9,2,4,10,-3,7,5
S=C(NCc1ccccc1)NC1CCCCC1,1,0.6,-4,-8,2,-1,1,-1,-4
COc1ccc(C)cc1NC(=O)CN1C(=O)COc2ccc(S(=O)(=O)N3CCOCC3)cc21,0,1.7,1,6,2,-1,-2,-1,2
CCOC(=O)c1c(C)[nH]c(-c2csc(C)n2)c1C,0,0.7,-3,-3,-3,17,-5,-5,-1
Cc1ccc(-n2nc3c(c2NC(=O)c2ccco2)CS(=O)(=O)C3)cc1,0,0.5,4,8,3,17,0,2,1
COc1ccc(Cl)cc1S(=O)(=O)Nc1ccncc1,1,-2.1,4,-1,0,0,-2,-16,-3
Cc1noc(C)c1CN(C(=S)NC1CC2CCC1C2)c1ccccc1 (configuration not stated),3,1.9,7,4,0,21,-6,-12,-1
O=C(Nc1cc([N+](=O)[O-])ccc1Cl)C1CC1,1,1.5,0,-14,-5,-14,-2,-5,-5
Cc1ccc2cccc(SCC(=O)NCc3ccco3)c2n1,1,1.2,-3,-4,1,2,2,2,-3
CN1C(=O)/C(=C/c2ccc(OCc3cccc(F)c3)cc2)NC1=S,0,-1.5,-7,21,-3,4,2,3,-1
Cc1cc2n(n1)SC(Nc1ccccc1)N2 (configuration not stated),3,2.0,-15,-1,-1,11,0,3,-2
CC(C)(C)c1ccc(C(=O)NC(=S)N2CCCC2)cc1,0,3.0,-8,-21,3,1,3,-3,-1
COc1ccc(Br)cc1CN1CCN(C(=O)c2cccc(F)c2)CC1,0,1.0,-3,1,0,-8,1,0,2
CC1(CCCN2C(=O)c3ccccc3C2=O)OCCO1,9,2.3,-10,-4,-9,0,-1,-10,1
CCn1nc(C)c(Br)c1-c1nc(-c2ccc(C)cc2)no1,1,1.2,-4,-1,-5,-2,1,2,-4
CC1(C)CC(=O)C2=C(C1)N(Cc1ccco1)C(=O)NC2(C(F)(F)F)C(F)(F)F,0,0.7,10,-1,-3,8,1,·,1
CS(=O)(=O)c1ccc2nc(NC(=O)C3CC3)sc2c1,2,1.0,9,3,-2,-2,6,-1,-3
Cc1ccc(NC(=O)CN(C)C(=O)c2ccc(Sc3nncn3C)c([N+](=O)[O-])c2)cc1,0,1.4,1,·,4,10,·,-6,-1
O=C(Nc1cc(C(F)(F)F)ccc1F)C1CCCC1,1,-0.6,7,-2,-3,0,0,-5,1
O=[N+]([O-])c1ccc(NCCCN2CCOCC2)c([N+](=O)[O-])c1,2,2.8,-2,-3,-1,4,5,-1,-4
O=C(Nc1ccc(C(=O)O)cc1)/C(=C\C=C\c1ccccc1)NC(=O)c1cccc(Br)c1,2,5.0,1,19,-3,8,10,-14,10
COc1cc(CC(=O)N(CC(C)C)C2CCS(=O)(=O)C2)cc(OC)c1OC (configuration not stated),0,·,4,·,-2,5,·,-3,·
Cc1nc(-c2ccc(Cl)cc2)sc1C1(C)CC(c2ccc(Br)cc2)=NO1 (configuration not stated),0,0.2,-6,-22,-2,-19,2,-8,4
CC(=O)Nc1ccc2nc(NC(=O)c3ccc([N+](=O)[O-])s3)sc2c1,87*,2.6,-4,-1,6,-2,2,11,-4

# Following part
SMILES,GRK2 inh,PP5 inh,proCasp7 act,HCV core dimer,proCasp3 act,VLA-4 inh,CTSL1 counter,JMJD2C inh,PP1 counter
CC(C)CCNC(=O)c1ccc2c(c1)ncn2C1CCCCC1,1,3.9,6,2,1,3,4,1,-2
COc1ccccc1C(O)c1nccn1C (configuration not stated),1,0.0,1,-2,0,11,4,2,-1
Cc1cc(C(=O)NNC(=O)c2ccc(S(=O)(=O)N(C)C)cc2)c(C)o1,2,0.6,-7,4,4,18,-3,0,-2
O=S(=O)(c1ccccc1)c1nc(-c2ccc(F)cc2)oc1N1CCOCC1,1,2.4,-5,7,-2,9,5,3,-4
COc1ccccc1NC(=O)CSCc1ccc([N+](=O)[O-])cc1,0,-0.8,11,-4,2,21,-3,-4,1
COc1ccccc1OCCSc1nc2ccccc2c(=O)[nH]1,0,0.5,-1,3,7,-2,-2,6,-4
O=C1c2ccccc2NC(c2cnc3ccccc3n2)N1O (configuration not stated),0,2.7,2,-4,-14,-8,-3,-9,1
CCCC1(CCC)C(=O)NC(=NCCc2ccc(OC)c(OC)c2)NC1=O,5,2.4,9,-9,1,1,-5,-4,-9
COc1ccc(Cl)cc1NC(=O)c1cc(-c2ccccc2O)n[nH]1,0,0.6,6,0,7,-16,9,-3,1
COc1nc(C)nc(NC(=O)NS(=O)(=O)c2ccc(C)cc2)n1,0,0.3,6,6,-7,9,4,-12,1
COc1ccc(NC(=O)c2nn(C)cc2[N+](=O)[O-])cc1,0,2.0,1,1,2,-7,12,-5,-2

# Screening results from PubChem BioAssay.
